MITF primary: blocks human microphthalmia-associated transcription factor | O75030 | AlphaScreen MITF homodimerization, bead proximity signal | hit rate 0.91% among 650,000 | inhibition, % at 2.6 µM; in the data active means inhibition above about 50%;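 further: 0% = vehicle wells with protein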
TEAD-YAP inh: TEAD-YAP interaction inhibition | hit rate 1.4% among 640,000 | HEK-TIYL cells, TEAD-Gal4/YAP UAS-luciferase luminescence | inhibition, % at 9.12 µM | AID 1259422; in the data active means inhibition above about 32%;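 further: 0% = median of test compound wells and 100% = reference inhibitor wells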
FBW7 activator: activators of human E3 ligase FBW7. Q969H0. AlphaScreen FBW7–phospho-cyclin E peptide binding, activator screen. normalized activity (activation), % at 26.1 µM. hit rate 0.13% among 650,000. AID 1259310; in the data active means normalized activity above about 1.9%;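 further: purified mutant Fbw7 with reduced substrate affinity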
Target sequence (Q969H0 whole entry, looked up): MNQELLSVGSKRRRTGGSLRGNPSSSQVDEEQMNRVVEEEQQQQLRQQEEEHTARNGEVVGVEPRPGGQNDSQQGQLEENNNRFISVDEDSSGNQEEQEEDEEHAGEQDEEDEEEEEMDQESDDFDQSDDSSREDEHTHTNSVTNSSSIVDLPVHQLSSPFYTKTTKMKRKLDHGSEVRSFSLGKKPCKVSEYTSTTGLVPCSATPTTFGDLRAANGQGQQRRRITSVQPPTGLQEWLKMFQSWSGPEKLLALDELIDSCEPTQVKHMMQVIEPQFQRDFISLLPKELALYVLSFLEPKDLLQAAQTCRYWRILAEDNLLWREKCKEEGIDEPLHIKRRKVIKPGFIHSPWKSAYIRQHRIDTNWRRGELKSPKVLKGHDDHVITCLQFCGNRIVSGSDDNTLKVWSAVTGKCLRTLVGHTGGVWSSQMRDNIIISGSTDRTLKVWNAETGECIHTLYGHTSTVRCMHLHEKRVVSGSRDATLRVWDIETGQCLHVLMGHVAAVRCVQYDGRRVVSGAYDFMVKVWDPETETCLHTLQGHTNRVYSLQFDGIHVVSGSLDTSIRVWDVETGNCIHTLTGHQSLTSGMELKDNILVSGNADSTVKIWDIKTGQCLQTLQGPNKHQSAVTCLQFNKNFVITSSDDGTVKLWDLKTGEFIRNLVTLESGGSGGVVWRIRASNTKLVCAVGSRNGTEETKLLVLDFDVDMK
GPR151 ag: activators of human GPR151 | activation, % at 11.2 µM | hit rate 1% among 650,000 | PathHunter beta-arrestin GPR151 cells, luminescence | AID 1508602 | Q8TDV0; in the data active means activation above about 4.9%;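 further: 0% = median of compound wells and 100% = cells with positive control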
The depositor's hits bear a star; / = not tested or not shown; & = joins results of further samples.

The opening 5 records as a preview:
mol	TEAD-YAP inh	MITF primary	GPR151 ag	FBW7 activator
CC(C)=CCN1CCC2(CCC(CNC(=O)c3cccnc3C)O2)CC1 (configuration not stated)	9.6	-5.5	0.0	0.1
Cc1nc(Nc2ccc(S(=O)(=O)N3CCCC3)cc2)c2nnn(Cc3ccccc3)c2n1	-13.3	-11.0	-0.4	0.1
C=CCNC(=O)[C@H]1C=CCN1C(=O)C1CCCCC1	3.9	4.7	-0.2	-0.1
COc1ccc(S(=O)(=O)Nc2cccc(-c3cn4ccccc4n3)c2)cc1	-14.5	-3.4	1.7	-0.1
Cc1ccccc1C1C=C(c2ccc(Cl)cc2)Nc2nnnn21 (configuration not stated)	7.0	-4.0	2.4	-0.2

This part in full, from the first entry:
mol	TEAD-YAP inh	MITF primary	GPR151 ag	FBW7 activator
CC(C)=CCN1CCC2(CCC(CNC(=O)c3cccnc3C)O2)CC1 (configuration not stated)	9.6	-5.5	0.0	0.1
Cc1nc(Nc2ccc(S(=O)(=O)N3CCCC3)cc2)c2nnn(Cc3ccccc3)c2n1	-13.3	-11.0	-0.4	0.1
C=CCNC(=O)[C@H]1C=CCN1C(=O)C1CCCCC1	3.9	4.7	-0.2	-0.1
COc1ccc(S(=O)(=O)Nc2cccc(-c3cn4ccccc4n3)c2)cc1	-14.5	-3.4	1.7	-0.1
Cc1ccccc1C1C=C(c2ccc(Cl)cc2)Nc2nnnn21 (configuration not stated)	7.0	-4.0	2.4	-0.2
COc1ccc(C=C(C(=O)NCc2ccccc2)C(=O)NCc2ccccc2)cc1O	6.0	8.1	-0.3	0.5
CCC(=O)N1c2ccccc2NC2=C(C(=O)CCC2)C1c1cccc([N+](=O)[O-])c1 (configuration not stated)	9.5	11.6	0.4	0.1
CCN(C(=O)Cn1nnc(-c2ccccc2)n1)c1ccccc1	-6.6	-5.6	1.6	-0.1
COC(=O)NS(=O)(=O)c1ccc([N+](=O)[O-])cc1	7.2	-8.8	0.0	0.0
O=C(Nc1nnc(C2CCCCC2)o1)C1CCCN1S(=O)(=O)c1ccc(F)cc1 (configuration not stated)	3.9	6.2	-0.6	-0.1
O=C(NCCOc1ccccc1)C(=O)Nc1ccc(F)cc1	-14.9	-15.8	1.0	0.0
CCCCN(C(=O)Nc1ccc(OCC)cc1)C1CCN(C(C)=O)CC1	9.9	-1.5	2.1	-0.1
CCOC(=O)c1c(C)[nH]c(=S)c(C#N)c1-c1ccco1	-10.9	-0.5	-2.0	-0.1
COc1ccc(/C=C2N=C(/C=C/c3ccccc3C)OC/2=O)cc1OC	-3.9	20.4	-0.5	1.0
CC1CCN(Cc2ccc(-c3nnn(CC(N)=O)n3)cc2)CC1	-0.3	0.9	1.3	0.4
Cc1cccc(-c2nc3scc(CCNS(=O)(=O)c4ccccc4)n3n2)c1	0.1	-1.9	-1.0	-0.2
COc1ccc(C2(CNCC(O)COc3ccc([N+](=O)[O-])cc3)CCCC2)cc1OC (configuration not stated)	-10.3	24.4	0.4	0.0
Cc1ccc2c(Cl)c(C(=O)NCc3ccccc3)sc2c1	-3.8	0.6	3.1	-0.1
Cc1ccc(NC(=O)Cn2nnc(C(=O)NCc3ccc(F)cc3)c2N)c(Cl)c1	-0.8	-5.8	1.9	0.0
COc1cccc(OC)c1Nc1cc(C)nc2ncnn12	-12.0	-8.5	0.7	0.1

Compounds shown so far containing a Cl atom:
mol	TEAD-YAP inh	MITF primary	GPR151 ag	FBW7 activator
Cc1ccccc1C1C=C(c2ccc(Cl)cc2)Nc2nnnn21 (configuration not stated)	7.0	-4.0	2.4	-0.2
Cc1ccc2c(Cl)c(C(=O)NCc3ccccc3)sc2c1	-3.8	0.6	3.1	-0.1
Cc1ccc(NC(=O)Cn2nnc(C(=O)NCc3ccc(F)cc3)c2N)c(Cl)c1	-0.8	-5.8	1.9	0.0

The listing picks up with the 2 entries that preceded the break.
mol	TEAD-YAP inh	MITF primary	GPR151 ag	FBW7 activator
Cc1ccc(NC(=O)Cn2nnc(C(=O)NCc3ccc(F)cc3)c2N)c(Cl)c1	-0.8	-5.8	1.9	0.0
COc1cccc(OC)c1Nc1cc(C)nc2ncnn12	-12.0	-8.5	0.7	0.1
c1csc(-c2nc(NCCN3CCOCC3)c3ncn(C4CCCCC4)c3n2)c1	17.1	0.9	0.4	-0.1
CCC(C)(C)c1ccc(OCCCC(=O)Nc2ccc(Cl)c([N+](=O)[O-])c2)c(C(C)(C)CC)c1	-6.6	1.2	-0.1	-0.2
CC(C)N(CCO)C(=O)c1cnc2scc(-c3ccccc3Cl)n2c1=O	-5.7	12.6	0.8	0.2
COc1ccc(Cl)cc1NC(=O)c1cc2c(=O)n3ccccc3nc2n1C	-10.3	-7.3	0.4	0.2
CCOc1cccc2c1OC(c1cccc(F)c1)N1N=C(c3ccc(C)o3)CC21 (configuration not stated)	-7.8	0.1	-1.3	0.2
N#CCCn1cc(/C=N/O)c(-c2ccccc2)n1	0.2	12.9	1.6	0.0
Nc1ncc(Br)cc1S(=O)(=O)Nc1cccnc1	-4.5	-0.3	0.3	-0.3
O=C(Nc1cccc(Br)c1)C(Cc1ccccc1)N1C(=O)c2ccccc2C1=O (configuration not stated)	-13.8	-3.3	-0.3	-0.1
COc1ccc(C2C3=C(CC(c4ccco4)CC3=O)Nc3ccccc3N2C(=O)C(F)(F)F)cc1 (configuration not stated)	9.7	-9.8	-0.4	0.0
O=C1CCC(=O)N1CC(=O)N1c2ccccc2Sc2ccc(C(F)(F)F)cc21	-11.5	-1.3	0.0	-0.2
CCOc1ccc(NC(=O)CSC2=C(C#N)C(c3ccccc3Cl)C(C(C)=O)=C(C)N2)cc1 (configuration not stated)	19.4	-3.8	1.0	0.0
O=C(Nc1ccc2c(c1)OCO2)c1ccc(C(=O)Nc2ccc3c(c2)OCO3)nc1	-18.2	17.0	0.4	0.2
CN(C)CCNC(=O)CCC1CCN(Cc2ccc(OC(F)F)cc2)CC1	0.1	-5.6	-1.0	-0.2
CC(C)n1c(CN2CCN(C)CC2)nc2c1c(=O)n(C)c(=O)n2C	4.4	6.8	0.2	0.8
CC(=O)c1ccc(-c2nccnc2NCCCN2CCOCC2)s1	-2.4	0.3	0.0	0.0
O=C(Nc1cccc(Cl)c1)C(O)c1ccccc1 (configuration not stated)	9.3	22.2	0.7	-0.1
O=C(/C=C/N1C(=O)c2ccccc2C1=O)c1ccccc1	10.1	6.0	-1.5	0.1
O=C(Cc1cccs1)Nc1ccc(F)c(Cl)c1	-5.7	6.7	-1.2	0.5
COC(=O)C1=C(N)N(c2cccc(C(F)(F)F)c2)C2=C(C(=O)CCC2)C1c1ccc(Br)cc1 (configuration not stated)	-4.0	10.1	0.3	-0.1
O=[N+]([O-])c1cc2c(cc1/C=N/n1c(-c3ccccn3)n[nH]c1=S)OCO2	5.9	27.6	0.8	-0.6
CN1C(=O)C(C)(C)COc2ccc(NS(=O)(=O)c3ccc(F)c(Cl)c3)cc21	6.3	-6.7	-0.5	0.4
Cn1cnnc1SCC(=O)Nc1ccc2nc(SCc3ccccc3)sc2c1	-27.1	14.4	-1.9	0.2
CCN1CCN(C(c2ccc(OC)c(OC)c2)c2nnnn2C2CCCCC2)CC1 (configuration not stated)	-3.0	-10.5	-1.1	-0.3
O=C(Cn1ncc2c(=O)oc3ccccc3c21)N1CCN(c2ccc(Cl)cc2)CC1	3.4	1.7	0.7	0.0
O=C1/C(=C/c2ccc(-c3ccc([N+](=O)[O-])cc3)o2)C=C(c2ccccc2)N1c1ccccc1Br	2.8	3.0	0.0	-0.2
CN1CCN(c2oc(-c3ccc(Cl)cc3)nc2C#N)CC1	-9.8	8.4	0.5	0.0
O=C(COc1ccc(F)cc1)NCCS(=O)(=O)N1CCN(c2ccccn2)CC1	10.5	7.1	-0.2	0.2
COc1ccc(C(=O)Nc2ccc(-c3nc4cc(C)ccc4o3)c(O)c2)cc1	9.0	7.2	-0.7	0.4
N#Cc1c(-c2ccco2)cc(-c2ccccc2)nc1SCC(=O)Nc1ccc(Br)cc1	20.9	3.8	-1.2	-0.2
Fc1ccccc1C(c1nnnn1Cc1ccco1)N1CCN(C2CCCC2)CC1 (configuration not stated)	0.0	0.7	0.2	0.0
O=C(Nc1cccc2ccccc12)c1c(O)c2ccccc2[nH]c1=O	-2.0	3.2	-0.4	-0.1
COc1ccc(NC(=O)c2cccc3nc4ccccc4nc23)cc1	-2.3	-8.3	-0.8	-0.2
O=C1Nc2ccc(S(=O)(=O)Nc3ccc([N+](=O)[O-])cc3)c3cccc1c23	-1.2	4.6	1.6	-0.1
O=C(NCCO)c1cccc(N2CCc3ccccc3C2)n1	-2.5	-2.0	-1.1	0.2
COc1ccc([N+](=O)[O-])cc1NC(=O)CCN1C(=O)c2ccccc2C1=O	-3.4	1.8	2.0	-0.1
CCOC(=O)c1sc2ncn(Cc3ccccc3Cl)c(=O)c2c1C	3.0	8.7	-1.2	0.2
O=C(CCCCCn1c(=S)[nH]c2cc3c(cc2c1=O)OCO3)N1CCN(c2cccc(C(F)(F)F)c2)CC1	7.2	4.5	0.6	0.0
C=CCN1C(=O)/C(=C\c2cccc(O)c2)C(C(=O)OC)=C1C	5.8	-31.8	0.1	0.1
CCOC(=O)C1=C(O)/C(=C/c2ccc(CNC(=O)C(=O)Nc3ccc(C)cc3)o2)N=C1C	-0.9	8.9	-0.4	0.0
N#CC1=C2SCN(c3ccccc3)CN2C(=O)CC1c1ccc([N+](=O)[O-])cc1 (configuration not stated)	1.1	0.8	4.3	0.0
COC(=O)c1sc2nc[nH]c(=O)c2c1CC(=O)O	2.9	25.3	-0.1	0.0
Nc1ccc(S(=O)(=O)Nc2ccc(Br)cc2)cc1F	-0.7	5.3	0.1	-0.3
COCCn1c(C)nnc1SCC(=O)Nc1nnc(C)s1	-2.3	6.9	0.5	0.1
COc1ccc(OCCCC(=O)Nc2ccc(I)cc2)cc1	5.8	-12.2	0.7	0.0
O=C(c1ccc(Cl)cc1)N1CCN(c2nc(-c3ccccc3)cs2)CC1	-0.1	2.2	0.8	-0.4
COCCn1c(SCC(=O)N2CCCC2)nc2cc(C(=O)OC)ccc2c1=O	12.8	1.4	2.6	0.0
CC(C)(NO)/C(=N\O)c1ccc(F)cc1	13.3	-3.1	4.0	-0.2
CCCCN(c1nc(C)cc(OC)n1)S(=O)(=O)c1ccccc1Cl	9.9	5.3	0.7	0.1
O=C(Oc1cccc(OC(=O)c2cncc(Br)c2)c1)c1cncc(Br)c1	0.6	1.6	-1.5	0.0
CC(C)(C)c1nnc2sc(SCC(=O)N3CCCCC3)nn2c1=O	3.5	22.5	2.2	0.2

The results go on.
mol	TEAD-YAP inh	MITF primary	GPR151 ag	FBW7 activator
COc1ccc(N2CCN(c3nc(N)c4c(N)nc5c(c4c3C#N)CC(=O)N5C)CC2)cc1	12.0	1.1	-0.4	0.2
Cn1/c(=N/N=C2CCCC2)sc2ccccc21	-33.4	1.7	-1.6	0.3
CCC(C)NC(=O)c1cnn2c1NC(c1cccs1)CC2C(F)(F)F (configuration not stated)	2.5	-0.5	-0.5	-0.1
COC(Cn1c(=S)[nH]c2ccc(Cl)cc2c1=O)OC	3.1	10.2	0.2	0.1
CCOC(=O)C1=C(C)N(c2ccc(C)c(C)c2)C(=O)/C1=C\c1ccc(Cl)cc1	-1.3	12.2	0.4	0.9
Cn1ccnc1N1CCN(C(=O)C2(c3ccc(Cl)cc3)CCCC2)CC1	0.2	-20.8	0.4	-0.2
Cc1ccc2nc(Cl)c3cc(C(=O)NCCCN4CCOCC4)sc3c2c1	-3.4	-15.2	-0.4	-0.1
CCOc1ccc2ccccc2c1C(=O)N[C@@H]1C(=O)N2[C@@H]1SC(C)(C)[C@@H]2C(=O)O	/	-7.5&5.2	-0.5&-1.2	0.1&0.1
O=C(Nc1ccccc1)c1cccc(-c2cccs2)n1	-0.6	9.9	-1.7	0.0

High-throughput results from PubChem BioAssay.
